NOD2 RIPK2 PPI – NOD2-RIPK2 protein interaction inhibition. AID 624267. CHO BLA complementation NOD2-RIPK2, CCF4 ratio. inhibition, % at 4.98 µM. O43353. 360,000 tested, 0.38% active; in the data active = inhibition above about 21%;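 note: 0% = vehicle only and 100% = reference blocker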
Exocytosis inh – blocks lytic granule exocytosis; TALL-104 LAMP-1 surface exposure, flow cytometry; cells stimulated with thapsigargin and PMA; inhibition, % at 10 µM; 360,000 tested, 0.66% active;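 active = inhibition above about 55%, limit read from the data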
SRC1 inh – inhibitors of human steroid receptor coactivator 1 (SRC1); Q15788; HEK293 GAL4-SRC1 luciferase reporter, luminescence; inhibition, % at 3.6 µM; 360,000 tested, 0.12% active; AID 588354;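 active = inhibition above the campaign mean plus 3 SD, with each screening campaign given its own cutoff, cut at about 60% in these data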;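 note: 0% = DMSO treated cells and 100% = gossypol at 36 µM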
SRC2 inh – human SRC2 (NCOA2) inhibition. Q15596. HEK293 GAL4-SRC2 luciferase reporter, luminescence. inhibition, % at 9 µM. 370,000 tested, 0.17% active;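 active = inhibition above the mean inhibition of all tested compounds plus 3 SD, set per campaign, cut at about 52% in these data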;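 note: 0% = DMSO treated cells and 100% = cells given Gossypol at 36 µM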
ABHD5 PLIN5 PPI – inhibitors of human ABHD5-perilipin-5 interaction. Split G. princeps luciferase complementation, luminescence, 4 h. inhibition, % at 4 µM. 360,000 tested, 0.78% active. Q00G26+Q8WTS1;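 active = inhibition above the mean inhibition across every tested compound plus 3 SD, cut at about 22% in these data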;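 note: 0% = DMSO only wells and the 100% control is not disclosed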
Target sequence (Q00G26 whole entry, looked up): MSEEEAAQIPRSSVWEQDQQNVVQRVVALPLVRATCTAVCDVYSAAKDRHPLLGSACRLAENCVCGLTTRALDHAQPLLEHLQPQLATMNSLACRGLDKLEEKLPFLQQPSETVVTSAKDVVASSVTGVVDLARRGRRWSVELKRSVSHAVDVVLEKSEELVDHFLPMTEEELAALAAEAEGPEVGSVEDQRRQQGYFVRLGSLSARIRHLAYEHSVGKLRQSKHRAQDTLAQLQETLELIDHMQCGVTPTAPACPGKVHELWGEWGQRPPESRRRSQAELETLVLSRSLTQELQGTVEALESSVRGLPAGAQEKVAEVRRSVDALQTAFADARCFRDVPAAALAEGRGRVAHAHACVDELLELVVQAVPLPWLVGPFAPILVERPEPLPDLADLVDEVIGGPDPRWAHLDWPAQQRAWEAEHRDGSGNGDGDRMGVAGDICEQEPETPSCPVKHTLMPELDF
Target sequence (Q8WTS1 whole entry, looked up): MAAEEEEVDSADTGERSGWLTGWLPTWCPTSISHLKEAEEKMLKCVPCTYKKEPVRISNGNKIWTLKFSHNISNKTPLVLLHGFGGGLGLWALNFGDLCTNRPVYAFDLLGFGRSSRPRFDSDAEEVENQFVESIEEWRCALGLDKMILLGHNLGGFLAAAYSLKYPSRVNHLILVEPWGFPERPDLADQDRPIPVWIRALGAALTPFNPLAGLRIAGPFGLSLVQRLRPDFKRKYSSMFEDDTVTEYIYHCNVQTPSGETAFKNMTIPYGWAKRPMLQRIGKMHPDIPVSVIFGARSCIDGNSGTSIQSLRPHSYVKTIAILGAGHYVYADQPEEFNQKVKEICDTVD
TROY signal inh – blocks TROY-dependent signaling in reporter cells | Q293 LMP1-TROYcd NF-kB luciferase reporter, 4 h | inhibition, % at 10 µM | 360,000 tested, 0.98% active;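 active = compounds whose plate-normalised and pattern-corrected inhibition of the luciferase reporter signal at the single screening dose is 50% or more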
SRC3 inh – human NCOA3 inhibition; Q9Y6Q9; HEK293 GAL4-SRC3 luciferase reporter, luminescence; inhibition, % at 3.6 µM; 360,000 tested, 0.17% active;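 active = inhibition above a per-campaign cutoff, the mean of all compounds plus 3 SD, cut at about 60% in these data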;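 note: 0% = DMSO-treated cells and 100% = gossypol-treated cells at 36 µM; higher means less SRC3-driven luciferase light from the GAL4 reporter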
NR2F2 inh – NR2F2 (human) inhibition, primary screen | 370,000 tested, 0.7% active | P24468 | AID 686940 | inhibition, % at 8.6 µM | HEK293T NGFI-A luciferase reporter, luminescence;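 active = inhibition above a per-plate cutoff, mean inhibition of test wells between control levels plus 3 SD, cut at about 38% in these data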;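 note: cells cotransfected with COUP-TFII expression vector driving the NGFI-A reporter; 0% = median of COUP-TF2 test wells and 100% = reporter-only cells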
LRH-1 inv ag – NR5A2 inverse agonism in reporter assay; AID 602396; O00482; inhibition, % at 3.6 µM; 360,000 tested, 0.13% active; HEK293T StAR-luciferase reporter, LRH-1 transfected, 24 h;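 active = inhibition above the mean inhibition of all tested compounds plus 3 SD, cut at about 73% in these data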;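 note: 0% = DMSO wells and 100% = reporter-only cells lacking LRH-1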
TLR9-MyD88 block – TLR9-MyD88 interaction inhibition. Q9NR96+Q99836. CHO BLA complementation TLR9-MyD88, CCF4 FRET ratio. inhibition, % at 4.98 µM. 340,000 tested, 0.21% active. AID 504734;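 active = inhibition above the mean over all tested compounds plus 3 SD, cut at about 21% in these data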;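 note: 0% = DMSO only wells and 100% = clavulanate BLA inhibitor control wells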
TWEAK Fn14 block – inhibitors of TWEAK-Fn14 interaction signaling | AID 1159606 | 360,000 tested, 2% active | inhibition, % at 10 µM | TWEAK-stimulated Fn14 reporter cells, luciferase luminescence, 8 h; in the data active = inhibition above about 50%
* = called active by the depositor; / = no result given. The list is partial; the hit share may differ from the screen's.

SMILES	NOD2 RIPK2 PPI	Exocytosis inh	SRC1 inh	SRC2 inh	ABHD5 PLIN5 PPI	TROY signal inh	SRC3 inh	NR2F2 inh	LRH-1 inv ag	TLR9-MyD88 block	TWEAK Fn14 block
Cc1ccc(C(=O)Nc2cccnc2)cc1S(=O)(=O)N1CCCC1	0	-6	-27	-29	5	-7	10	7	-32	-7	1
CC(C)(C)NC(=O)C(c1ccccc1)n1c(=O)c(-c2ccccc2)nc2ccccc21 (stereo unspecified)	-13	3	/	-6	-5	/	/	-7	2	/	/
CCOC(=O)c1c(C=O)c2ccccc2n1CC	6	-1	-8	-34	2	7	8	-4	20	5	-3
CCn1cc(/C=C(\NC(=O)c2ccccc2F)C(=O)N2CCN(C)CC2)c2ccccc21	-6	-2	-10	-2	7	13	11	-8	20	-1	-7
CCOC(=O)C1=C(C)N=C2SCCC(=O)N2C1c1cc(Br)ccc1OC (stereo unspecified)	-4	-4	-6	12	-6	11	0	3	1	5	-11
O=C(N1CCOCC1)N1CCC(c2nc(-c3ccc(S(=O)(=O)N4CCOCC4)cc3)no2)CC1	-9	3	-8	-20	1	-10	0	-3	2	-4	3
Cc1ccc(-n2[nH]c(C)c(C=NC34CN5CN(CN(C5)C3)C4)c2=O)cc1C	-4	3	-36	-6	0	-2	1	-10	3	4	4
CSC(=Nc1ccccc1)C(C#N)c1nc2ccccc2[nH]1 (stereo unspecified)	9	-4	-4	-18	-7	-3	12	-17	1	-2	5
COc1cccc(CNC(=O)CCS(=O)(=O)c2cccc3nsnc23)c1	3	1	8	-18	-3	18	-1	6	7	5	4
CCN1CCc2nc(NC(=O)c3ccccc3)sc2C1	1	1	-80	-35	2	50	-53	-46	-144	-4	85*
NCCNC(=O)Cc1cccc(NC(=O)Cc2ccc(Nc3ncnc4c3ncn4[C@@H]3O[C@H](CO)[C@@H](O)[C@H]3O)cc2)c1	2	-2	-62	-39	-1	4	-33	-59	-4	-7	-96
CC(OC(=O)CCN=C1NS(=O)(=O)c2ccccc21)C(=O)Nc1ccc(F)cc1Cl (stereo unspecified)	-1	-3	-9	-19	0	-4	-16	14	13	-3	-7
CN(CCN1CCOCC1)Cc1nc(-c2ccc(Cl)cc2)no1	-2	-4	-26	-15	-2	3	-9	9	3	-5	-7
COc1ccccc1-c1cc(C(=O)N2CCN(c3ccccc3OC)CC2)no1	1	2	-28	/	5	-14	11	/	-6	-4	5
COc1ccc(-c2cc(C(=O)Nc3c(C)n(C)n(-c4ccccc4)c3=O)no2)cc1OC	-4	-2	5	-25	-2	-8	4	-15	-7	2	-6
O=C(CCCOc1ccc(Cl)cc1Cl)NCc1ccncc1	6	-3	-1	18	0	2	23	14	28	-9	-6
CCc1cc2c(SCC(=O)Nc3ncc(Cl)c(C)c3Cl)ncnc2s1	2	1	-7	5	-2	24	3	13	12	-1	-7
CC1(C)O[C@@H]2C[C@H]3[C@@H]4C[C@H](F)C5=CC(=O)CC[C@]5(C)[C@H]4[C@@H](O)C[C@]3(C)[C@]2(C(=O)CO)O1	-10	-2	-4	-2	-4	19	-51	-25	15	2	-31
O=C(c1ccc2c(c1)OCO2)N(CC1CCCO1)C1(C(=O)NC2CCCC2)CCCCC1 (stereo unspecified)	5	4	5	21	0	3	5	8	17	12	-5
COc1ccc(NC(=O)C(C)N2c3cccc4cccc(c34)S2(=O)=O)cc1OC (stereo unspecified)	6	-8	5	-5	-6	25	18	34	0	-3	28
CC(C)(C)NC(=O)NC(=O)COC(=O)C1c2ccccc2Oc2ccccc21	-5	-9	-1	-7	-6	5	-11	13	19	9	9
O=C(Nc1cccnc1N1CCOCC1)c1cc2ccccc2oc1=O	-6	-1	-22	-29	6	-67	4	-9	-15	7	-13
Cc1cc(CNC(=O)C(C)Cc2ccccc2)nn1C (stereo unspecified)	-5	-6	-11	11	-7	-1	11	2	0	4	11
O=C(COC(=O)c1ccc(Br)o1)c1ccc(S(=O)(=O)N2CCCCC2)cc1	-6	5	5	14	0	10	22	0	2	2	-20

Reformatted: results already given.
Structure | NOD2 RIPK2 PPI | Exocytosis inh | SRC1 inh | SRC2 inh | ABHD5 PLIN5 PPI | TROY signal inh | SRC3 inh | NR2F2 inh | LRH-1 inv ag | TLR9-MyD88 block | TWEAK Fn14 block
CCn1cc(/C=C(\NC(=O)c2ccccc2F)C(=O)N2CCN(C)CC2)c2ccccc21 | -6 | -2 | -10 | -2 | 7 | 13 | 11 | -8 | 20 | -1 | -7
COc1ccc(-c2cc(C(=O)Nc3c(C)n(C)n(-c4ccccc4)c3=O)no2)cc1OC | -4 | -2 | 5 | -25 | -2 | -8 | 4 | -15 | -7 | 2 | -6

(more compounds)
SMILES	NOD2 RIPK2 PPI	Exocytosis inh	SRC1 inh	SRC2 inh	ABHD5 PLIN5 PPI	TROY signal inh	SRC3 inh	NR2F2 inh	LRH-1 inv ag	TLR9-MyD88 block	TWEAK Fn14 block
CC1(C)ON=C(c2ccc(C(F)(F)F)cc2)NC1=O	-3	-7	4	-6	-7	-8	-2	-10	23	/	-17
CC1=C(C#N)c2nc(N)c(C#N)c(C)c2/C1=C\c1ccc(OCC(=O)O)c(Cl)c1	-2	-3	3	4	11	0	0	-2	4	1	14
O=S(=O)(Cc1ccc(Cl)cc1)Nc1ccc(Cl)cn1	-1	0	-9	-15	-6	-5	1	17	-5	-15	8
OCC1(CCOc2ccccc2)CCN(Cc2ccncc2)CC1	-6	1	7	-19	1	-17	2	17	-1	-5	0
CCc1nc(N2CCN(C(=O)c3ccccc3)CC2)c(C#N)c2c1COC(C)(C)C2	-2	0	-14	19	2	6	14	14	14	-3	0
Cc1cc(C)nc(NC(=O)CSc2ccccn2)n1	6	0	-9	-22	3	-11	2	11	-2	1	11
CCc1ccc(OCCCC(=O)Nc2ccc(S(N)(=O)=O)cc2)cc1	-6	0	-39	11	-2	24	11	1	-5	-5	-4
CCOC(=O)C1CCN(c2cc3c(cc2NC(=O)c2cc(OC)ccc2Br)n(C)c(=O)n3C)CC1	5	11	9	-18	1	-13	14	9	1	-16	-12
C/C(=N\NC(=O)c1cccnc1)c1cc(C)oc1C	-7	-2	0	21	12	2	-7	-2	0	-6	-7
Cc1ccc(C)c(NC(=S)NC(NC(=O)N(C)C)C(Cl)(Cl)Cl)c1 (stereo unspecified)	2	1	21	-3	-7	-1	-9	-3	-8	-2	6
O=C(Cn1cnc([N+](=O)[O-])c1)NCCc1ccccc1	-3	4	11	26	6	-6	-3	-3	11	3	-27
COc1ccc([C@H]2CC(=O)C=C(c3ccccc3)C2)cc1	6	-7	-10	/	6	6	-21	/	-9	-4	-14

Arranged by length of the SMILES (smallest number first): 11 of the compounds above.
SMILES	NOD2 RIPK2 PPI	Exocytosis inh	SRC1 inh	SRC2 inh	ABHD5 PLIN5 PPI	TROY signal inh	SRC3 inh	NR2F2 inh	LRH-1 inv ag	TLR9-MyD88 block	TWEAK Fn14 block
Cc1cc(C)nc(NC(=O)CSc2ccccn2)n1	6	0	-9	-22	3	-11	2	11	-2	1	11
Cc1cc(CNC(=O)C(C)Cc2ccccc2)nn1C (stereo unspecified)	-5	-6	-11	11	-7	-1	11	2	0	4	11
C/C(=N\NC(=O)c1cccnc1)c1cc(C)oc1C	-7	-2	0	21	12	2	-7	-2	0	-6	-7
CC1(C)ON=C(c2ccc(C(F)(F)F)cc2)NC1=O	-3	-7	4	-6	-7	-8	-2	-10	23	/	-17
O=C(Cn1cnc([N+](=O)[O-])c1)NCCc1ccccc1	-3	4	11	26	6	-6	-3	-3	11	3	-27
COc1ccc([C@H]2CC(=O)C=C(c3ccccc3)C2)cc1	6	-7	-10	/	6	6	-21	/	-9	-4	-14
Cc1ccc(C)c(NC(=S)NC(NC(=O)N(C)C)C(Cl)(Cl)Cl)c1 (stereo unspecified)	2	1	21	-3	-7	-1	-9	-3	-8	-2	6
O=C(COC(=O)c1ccc(Br)o1)c1ccc(S(=O)(=O)N2CCCCC2)cc1	-6	5	5	14	0	10	22	0	2	2	-20
CCc1nc(N2CCN(C(=O)c3ccccc3)CC2)c(C#N)c2c1COC(C)(C)C2	-2	0	-14	19	2	6	14	14	14	-3	0
CC1=C(C#N)c2nc(N)c(C#N)c(C)c2/C1=C\c1ccc(OCC(=O)O)c(Cl)c1	-2	-3	3	4	11	0	0	-2	4	1	14
CCOC(=O)C1CCN(c2cc3c(cc2NC(=O)c2cc(OC)ccc2Br)n(C)c(=O)n3C)CC1	5	11	9	-18	1	-13	14	9	1	-16	-12

Next section
SMILES	NOD2 RIPK2 PPI	Exocytosis inh	SRC1 inh	SRC2 inh	ABHD5 PLIN5 PPI	TROY signal inh	SRC3 inh	NR2F2 inh	LRH-1 inv ag	TLR9-MyD88 block	TWEAK Fn14 block
Cc1c(Cl)cccc1NC(=S)NN1CCOCC1	2	-1	-14	-17	3	-5	-1	0	4	11	-12
CCN1CCN(S(=O)(=O)c2ccc(Cl)c(C(=O)NCCc3ccccc3)c2)CC1	-2	2	-60	-59	3	-25	-31	-17	-33	2	-8
N#C/C(=C/c1ccc(N2CCCCCC2)o1)c1ccc(F)cc1	39*	23	-30	/	71*	-2	-22	/	16	24*	22
O=C(N/N=C/c1ccc(N2CCOCC2)c([N+](=O)[O-])c1)c1ccc(F)cc1	-4	-2	-8	-14	-2	-39	-27	-16	-13	-6	-33
Cc1ccc(NC(=O)C2C3CCCC2C3c2ccccc2)c(C)c1 (stereo unspecified)	6	1	-11	-12	-4	17	8	8	-17	4	-4
CC1CCN(C(NC(=O)c2ccco2)C(=O)c2ccccc2)CC1 (stereo unspecified)	0	1	-3	-8	1	0	-1	1	-10	-4	-12
N#CCSc1nc2[nH]ncc2c(=O)n1-c1ccccc1Br	-33	-2	17	-5	10	-6	-3	8	15	1	-3
CCN(C[C@H]1N[C@@](C)(C(=O)OC)[C@H]2C(=O)N(C)C(=O)[C@@H]12)C(=O)c1ccc(F)cc1	2	4	-2	3	-4	-1	7	7	0	4	-3
Cc1nn(CC(=O)NCC(C)c2ccccc2)c(=O)c2cc3occc3n12 (stereo unspecified)	-4	11	2	12	4	9	-17	-6	-7	-6	-2
O=C(Nc1cccc(F)c1)C1CCN(C(=O)c2ccc(Cl)cc2)CC1	-4	-3	-1	28	3	11	1	14	-7	-12	-1
CCn1c(NCc2c[nH]c3ccccc23)nc2ccccc21	-17	-3	-5	-15	-4	-38	-39	-17	4	10	-23
Cc1noc(C)c1S(=O)(=O)N1CCN(S(=O)(=O)c2ccccc2C#N)CC1	-7	-1	7	-9	-2	7	-7	9	11	-2	18
COc1ccc(C/C(C)=N\NC(=O)c2cn(C)c3ccccc23)cc1OC	5	4	8	-63	1	8	13	4	-5	-4	2
O=C(Nc1cccc([N+](=O)[O-])c1)N(c1ccccc1)c1ccccc1	-16	-1	-3	-3	2	3	-13	-5	0	-1	0
CC(C)(C)c1ccc(C(=O)Nc2ccc(C(=O)N3CCOCC3)cc2)cc1	-7	0	-14	0	0	3	-16	-1	8	-4	4
CCc1ccccc1N=C1SCC(=O)N1C	5	-1	-2	-23	-3	-10	7	-4	3	3	-8
Cc1ccc(C(=O)Nc2cccc(Oc3ccccc3)c2)o1	3	0	-37	-5	0	-16	-71	-19	-50	-3	6
COC(=O)Nc1ccc(S(=O)(=O)N2CCN(c3ccc(F)cc3)CC2)cc1	-5	2	-2	-3	0	13	-4	9	-16	3	7

Source: PubChem BioAssay (several laboratories)
